High-throughput results: PubChem, National Center for Advancing Translational Sciences (NCATS)
HEK293 cAMP ctrl: qHTS Assay for Agonists of the Thyroid Stimulating Hormone Receptor: Activators of Intracellular cAMP Concentrations in Parental HEK 293 | actives 2.5% (n = 73,000) | Potency, µM (titrated, usually from 57.1 µM), inactives show top-dose activation, hits mostly activators | parental HEK293 CNG cAMP sensor, membrane potential fluorescence; also: potency is read from the fitted curve at half-maximal effect; % of control where 0% means no effect; nearly all actives have a fitted effect of over 55% in size
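Parental HEK 293 cells stably expressing a modified CNG channel (no TSHR) report cAMP rise as membrane depolarization. Membrane potential dye with 100 uM RO 20-1724 was loaded for 60 min at room temperature, then compound added for 30 min; fluorescence read at 590 nm.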
A350 autofl: qHTS Assay for Spectroscopic Profiling in A350 Spectral Region; max dye-equivalent concentration, M; AID 590, 2007; actives 11% (n = 59,000); Compound autofluorescence, 340/450 nm, Alexa 350 dye-equivalents; active compounds read high; in the data active = max dye-equivalent concentration above about 10 nM; inconclusive = mostly about 1.1 nM to 9.6 nM
Rhodamine autofl: qHTS Assay for Spectroscopic Profiling in Rhodamine Spectral Region; actives 0.05% (n = 59,000); AID 594, 2007; max dye-equivalent concentration, M; Rhodamine-region fluorescence, 547/598 nm, Tris buffer; active compounds read high; in the data active = max dye-equivalent concentration above about 11 nM; inconclusive = between about 1.1 nM and that limit
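qHTS spectral profiling of compounds without any target or enzyme present, in pH 8.0 Tris buffer; plates were read after a 15-minute room-temperature incubation using the rhodamine-region filter set.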
4MU fluor: qHTS Assay for Spectroscopic Profiling in 4-MU Spectral Region. compound autofluorescence, 340/450 nm, 4-MU equivalents; active compounds read high. actives 11% (n = 59,000). max dye-equivalent concentration, M. AID 589, 2007; in the data active = max dye-equivalent concentration above about 10 nM; inconclusive = mostly about 1.1 nM to 9.6 nM
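Compounds in 100 mM Tris, pH 8.0, incubated 15 min at room temperature, then fluorescence read at 340 nm excitation/450 nm emission. Signal converted to 4-MU dye-equivalent concentration using an on-plate six-point 4-MU standard curve.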
Fluorescein fluor: qHTS Assay for Spectroscopic Profiling in Fluorescein Spectral Region | Compound autofluorescence, 480/540 nm, fluorescein-equivalent; active compounds read high | max fluorescein-equivalent concentration, M | actives 0.91% (n = 59,000) | AID 593, 2007; in the data active = max fluorescein-equivalent concentration above about 10 nM; inconclusive = between about 1.1 nM and that limit
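Spectral profiling of library compounds in the fluorescein window (480 nm excitation, 540 nm emission) after 15 min at room temperature in pH 8.0 Tris (100 mM). Values are dye-equivalent concentrations.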
TexasRed autofl: qHTS Assay for Spectroscopic Profiling in Texas Red Spectral Region. Compound fluorescence, Texas Red channel, 547/618 nm; active compounds read high. max dye-equivalent concentration, M. actives 0.06% (n = 59,000); in the data active = max dye-equivalent concentration above about 10 nM; inconclusive = between about 1.1 nM and that limit
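Compound titrations in 100 mM Tris pH 8.0 were incubated 15 min at room temperature and read at 547 nm excitation / 618 nm emission. Texas Red six-point standard curve on each plate converted fluorescence to dye-equivalent concentration.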
Casp7 inh: qHTS Assay for Allosteric/Competitive Inhibitors of Caspase-7. P55210. recombinant caspase-7, Ac-DEVD-AFC fluorescence rate. Potency, µM (top dose mostly 57.5 µM), without a hit: top-dose activity change, negative = inhibition, actives largely listed as inhibitors. actives 0.02% (n = 75,000). AID 889, 2007; active = well fitted inhibition curve with a large enough effect in the main read-out, with a control signal flat, not every such curve was filed as active; inconclusive = small, poorly fitted or top-dose-only effect, or a change in a side signal; also: potency is read from the fitted curve at half-maximal effect; % of control where 0% means no effect
Casp1 inh: qHTS Assay for Allosteric/Competitive Inhibitors of Caspase-1. P29466. Caspase-1 enzyme, Ac-WEHD-AFC fluorogenic rate. Potency, µM (top dose mostly 57.5 µM), for inactives: top-dose activity change, negative = inhibition, actives largely listed as inhibitors. actives 0.03% (n = 75,000). AID 900, 2007;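 also: potency is read from the fitted curve at half-maximal effect; plate controls were vehicle for no effect and no substrate for full effect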
FLuc inh: qHTS Assay for Inhibitors of Firefly Luciferase; Luciferin 4-monooxygenase (Photinus pyralis), P08659; purified firefly luciferase, luminescence, 8 min; Potency, µM (series often up to 57.1 µM), for the others: at the top dose activity change, negative = inhibition, actives largely listed as inhibitors; actives 2.2% (n = 72,000); also: potency is read from the fitted curve at half-maximal effect; % is scaled to controls: 0 for no effect and ±100 for the full control effect; nearly all actives have a fitted effect of over 40% in size
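Compounds were tested as concentration series (qHTS) against purified P. pyralis luciferase with luciferin and 10 uM ATP in 50 mM imidazole pH 7.2, 50 mM KCl, 7 mM MgCl2, 0.01% Tween 20, 0.05% BSA. Luminescence was read after 8 min at ambient temperature.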
ERK AVP block: qHTS Assay for Inhibitors of the ERK Signaling Pathway using a Homogeneous Screening Assay | Potency, µM (top dose mostly 57.5 µM), for inactives: top-dose activity, negative = inhibition, usual class: inhibitors | actives 0.99% (n = 72,000) | HEK293-V1b, vasopressin-stimulated pERK AlphaScreen; also: potency is read from the fitted curve at half-maximal effect; % is scaled to controls: 0 for no effect and ±100 for the full control effect; nearly all actives have a fitted effect of over 55% in size
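Phosphorylated ERK1/2 detected via AlphaScreen bead proximity in lysates of V1b-expressing HEK293 cells given 25 nM vasopressin for 5 min after 30 min compound exposure (37 °C). AC50 from Hill equation; basal DMSO 0%, vasopressin 100%.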
Tau fil binding: qHTS Assay for Tau Filament Binding | Potency, µM (series often up to 57.1 µM), for inactives: top-dose activity change, negative = inhibition | recombinant tau filaments, thioflavin S fluorescence, 15 h; filaments grown with octadecylsulfate alongside compound | Microtubule-associated protein tau (Homo sapiens), P10636 | AID 596, 2007 | actives 2% (n = 71,000);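 also: potency is read from the fitted curve at half-maximal effect; % is scaled to controls: 0 for no effect and ±100 for the full control effect; actives lower thioflavin S fluorescence by blocking filaments or displacing dye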
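Thioflavine S fluorescence (ex 450, em 510 nm) reports filaments formed from 1 uM human tau plus 30 uM ODS over 15 h at 37 C (10 mM HEPES pH 7.4, 100 mM NaCl, 5 mM DTT); compounds displacing dye or blocking filaments lower signal.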
* hit, by the source's call; [ ] = another dose, or the depositor's remark. Unless noted, calls follow the shape of the dose curve; as a rule, active = well fitted curve in the direction sought with a large enough effect; inconclusive = small, poorly fitted or top-dose-only effect, or another doubt; inactive = no such curve, though single readings can be large; an effect the other way counts as inactive or inconclusive. These rows are one share of the data; rates above refer to the full screens.

`COc1ccc(NC(=O)C2CC(=O)N(c3cc(C)ccc3C)C2)cc1` (stereo not given) gave HEK293 cAMP ctrl 1%, A350 autofl inactive, Rhodamine autofl inactive, 4MU fluor inactive, Fluorescein fluor inactive, TexasRed autofl inactive, Casp7 inh -1%, Casp1 inh 0%, FLuc inh 2%, ERK AVP block 7% and Tau fil binding -12%.
Cn1c(-c2ccccc2)cnc1SCc1nc2ccccc2c(=O)[nH]1 was read as HEK293 cAMP ctrl 5%, A350 autofl inactive, Rhodamine autofl inactive, 4MU fluor inactive, Fluorescein fluor inconclusive, TexasRed autofl inactive, Casp7 inh 0%, Casp1 inh 0%, FLuc inh 5µM*, ERK AVP block -29% and Tau fil binding 0%.
O=C(c1cc(Cl)ccc1Cl)N1CCOCC1 was read as HEK293 cAMP ctrl 2%, Casp7 inh -1%, Casp1 inh 1%, FLuc inh 2%, ERK AVP block -14% and Tau fil binding -17%.
`CCOC(=O)Cn1c(CN(Cc2ccccc2)Cc2ccccc2)nc2c1c(=O)n(C)c(=O)n2C` gave HEK293 cAMP ctrl inconclusive, A350 autofl inactive, Rhodamine autofl inactive, 4MU fluor inactive, Fluorescein fluor inconclusive, TexasRed autofl inactive, Casp7 inh -5%, Casp1 inh -3%, FLuc inh 1%, ERK AVP block -3% and Tau fil binding 57%.
`O=C(c1cccc(S(=O)(=O)N2CCCC2)c1)c1nnc(-c2ccncc2)o1` gave HEK293 cAMP ctrl 7%, A350 autofl inactive, Rhodamine autofl inactive, 4MU fluor inactive, Fluorescein fluor inconclusive, TexasRed autofl inactive, Casp7 inh -2%, Casp1 inh -1%, FLuc inh -3%, ERK AVP block -22% and Tau fil binding -25%.
For O=C(Nc1cc(C(F)(F)F)ccc1F)C1CCC1 the results were HEK293 cAMP ctrl inconclusive, A350 autofl inactive, Rhodamine autofl inactive, 4MU fluor inactive, Fluorescein fluor inactive, TexasRed autofl inactive, Casp7 inh -1%, Casp1 inh -8%, FLuc inh 2%, ERK AVP block -1% and Tau fil binding -1%.
`CCCNC(=O)OC[C@@H]1O[C@H](c2ccccc2)C=C[C@@H]1Oc1ccc(OC)cc1` gave HEK293 cAMP ctrl 1%[11.4 µM], Casp7 inh -1%[11.5 µM], Casp1 inh -1%[11.5 µM], FLuc inh 1%[11.4 µM] and ERK AVP block 5%[11.5 µM].
CCCC/C=C/C(NC(=O)c1ccc(C(F)(F)F)cc1)c1ccccc1 (stereo not given) was read as HEK293 cAMP ctrl inconclusive, Casp7 inh -2%, Casp1 inh 3%, ERK AVP block 29% and Tau fil binding -2%.
For CCOC(=O)CCCc1sc(N)nc1-c1[nH]c(=O)[nH]c1C the results were HEK293 cAMP ctrl -4%, A350 autofl inconclusive, Rhodamine autofl inactive, 4MU fluor inconclusive, Fluorescein fluor inconclusive, TexasRed autofl inactive, Casp7 inh -9%, Casp1 inh -8%, FLuc inh 0%, ERK AVP block -14% and Tau fil binding 11%.
Cc1ccc(C(C(=O)NCCc2ccccc2)N(C(=O)c2csnn2)C2CC2)o1 (stereo not given) was read as HEK293 cAMP ctrl 11%, A350 autofl inconclusive, Rhodamine autofl inactive, 4MU fluor inconclusive, Fluorescein fluor inactive, TexasRed autofl inactive, Casp7 inh -10%, Casp1 inh -1%, FLuc inh 3%, ERK AVP block -11% and Tau fil binding -8%.
Screening O=C(COc1ccccc1F)Nc1ccc(S(=O)(=O)NCc2ccco2)cc1 returned HEK293 cAMP ctrl 8%, A350 autofl inactive, Rhodamine autofl inactive, 4MU fluor inactive, Fluorescein fluor inconclusive, TexasRed autofl inconclusive, Casp7 inh 4%, Casp1 inh 1%, FLuc inh 4%, ERK AVP block -7% and Tau fil binding 3%.
For COc1ccc(-n2c(SCC#N)nc3ccccc3c2=O)cc1 the results were HEK293 cAMP ctrl inconclusive, Casp7 inh 1%, Casp1 inh -4%, FLuc inh 3%, ERK AVP block -11% and Tau fil binding 16%.
`Cc1csc2nc(CNS(=O)(=O)c3cccnc3)cn12` gave HEK293 cAMP ctrl 2%, A350 autofl inactive, Rhodamine autofl inactive, 4MU fluor inactive, Fluorescein fluor inconclusive, TexasRed autofl inactive, Casp7 inh -1%, Casp1 inh 0%, FLuc inh -1%, ERK AVP block 2% and Tau fil binding 0%.
For CC1(C)CC(=O)C(C=NCC2CCNCC2)=C(O)C1 the results were HEK293 cAMP ctrl -2%, Casp7 inh -3%, Casp1 inh 1%, FLuc inh -2%, ERK AVP block 4% and Tau fil binding 8%.
Screening Cc1ccc(S(=O)(=O)/C(C#N)=C/c2c(N3CCN(C)CC3)nc3ccccn3c2=O)cc1 returned A350 autofl 2.6e-08M*, Rhodamine autofl inactive, 4MU fluor 2.2e-08M*, Fluorescein fluor inconclusive, TexasRed autofl inactive and FLuc inh 0%[25.5 µM].
`O/N=C1/CCCCc2sccc21` gave HEK293 cAMP ctrl 23%, Casp7 inh -3%, Casp1 inh 3%, FLuc inh 1%, ERK AVP block 41% and Tau fil binding -5%.
`c1cncc(CNc2nc(-c3ccc4c(c3)OCO4)nc3ccccc23)c1` gave HEK293 cAMP ctrl 4%, A350 autofl inactive, Rhodamine autofl inactive, 4MU fluor inactive, Fluorescein fluor inactive, TexasRed autofl inactive, Casp7 inh 0%, Casp1 inh 1%, FLuc inh -3%[2.29 µM], ERK AVP block -21% and Tau fil binding 0%.
CCOc1ccc(N(CC(=O)NCC2CCCO2)S(=O)(=O)c2ccc(OC)c(OC)c2)cc1 (stereo not given) was read as HEK293 cAMP ctrl -3%, Casp7 inh 0%, Casp1 inh -3%, FLuc inh 0%, ERK AVP block -15% and Tau fil binding 4%.
Screening Cc1nc2ccccc2c(=O)n1CC(=O)N1CCOCC1 returned HEK293 cAMP ctrl 10%, A350 autofl inactive, Rhodamine autofl inactive, 4MU fluor inactive, Fluorescein fluor inactive, TexasRed autofl inactive, Casp7 inh 1%, Casp1 inh 0%, FLuc inh 0%, ERK AVP block 7% and Tau fil binding -4%.
`COc1ccc(N2CCN(c3nc(NCCO)nc(N4CCOCC4)n3)CC2)cc1` gave HEK293 cAMP ctrl -4%, A350 autofl inactive, Rhodamine autofl inactive, 4MU fluor inactive, Fluorescein fluor inconclusive, TexasRed autofl inconclusive, Casp7 inh -1%, Casp1 inh 0%, FLuc inh -1%, ERK AVP block -15% and Tau fil binding -14%.
Screening CCOc1ccc(N(CC(=O)NCc2cccc(OC)c2)S(=O)(=O)c2c(C)noc2C)cc1 returned HEK293 cAMP ctrl 15%, A350 autofl inactive, Rhodamine autofl inactive, 4MU fluor inactive, Fluorescein fluor inactive, TexasRed autofl inactive, Casp7 inh 0%, Casp1 inh 0%, FLuc inh 0%, ERK AVP block 24% and Tau fil binding 0%.
For COc1ccc(OCC(O)Cn2c(=N)n(CCN3CCOCC3)c3ccccc32)cc1 (stereo not given) the results were HEK293 cAMP ctrl 10%, A350 autofl inactive, Rhodamine autofl inactive, 4MU fluor inactive, Fluorescein fluor inactive, TexasRed autofl inactive, Casp7 inh 0%, Casp1 inh 2%, FLuc inh 1%, ERK AVP block 7% and Tau fil binding 2%.
CC(C)NC(=O)C1CCN(C(=O)C(C(=O)c2ccccc2)n2cc(Cl)ccc2=O)CC1 (stereo not given) was read as HEK293 cAMP ctrl inconclusive, A350 autofl inactive, Rhodamine autofl inactive, 4MU fluor inactive, Fluorescein fluor inconclusive, TexasRed autofl inactive, Casp7 inh -3%, Casp1 inh -10%, FLuc inh -15%, ERK AVP block -17% and Tau fil binding -6%.
Screening CN1CCN(C(=O)C2CCC(CNS(=O)(=O)c3cccc4cccnc34)CC2)CC1 (stereo not given) returned HEK293 cAMP ctrl 2%, Casp7 inh 0%, Casp1 inh -2%, FLuc inh 1%, ERK AVP block -5% and Tau fil binding -23%.
COC(=O)c1sccc1NC(=O)C1C2C=CC(O2)C1C(=O)O (stereo not given) was read as HEK293 cAMP ctrl 1%, A350 autofl inactive, Rhodamine autofl inactive, 4MU fluor inactive, Fluorescein fluor inactive, TexasRed autofl inactive, Casp7 inh -2%, Casp1 inh -1%, FLuc inh -1%, ERK AVP block -10% and Tau fil binding -6%.

2 entries picked at random from the list so far, as already listed:
Screening CN1CCN(C(=O)C2CCC(CNS(=O)(=O)c3cccc4cccnc34)CC2)CC1 (stereo not given) returned HEK293 cAMP ctrl 2%, Casp7 inh 0%, Casp1 inh -2%, FLuc inh 1%, ERK AVP block -5% and Tau fil binding -23%.
CC(C)NC(=O)C1CCN(C(=O)C(C(=O)c2ccccc2)n2cc(Cl)ccc2=O)CC1 (stereo not given) was read as HEK293 cAMP ctrl inconclusive, A350 autofl inactive, Rhodamine autofl inactive, 4MU fluor inactive, Fluorescein fluor inconclusive, TexasRed autofl inactive, Casp7 inh -3%, Casp1 inh -10%, FLuc inh -15%, ERK AVP block -17% and Tau fil binding -6%.
